High-throughput results deposited in PubChem by National Center for Advancing Translational Sciences (NCATS).
Shiga toxin inh = A qHTS for Small Molecule Inhibitors of Shiga Toxin; actives 9.2% (n = 290,000); inhibition, % at 38.7 µM; AID 2315, 2010; Vero cells, Shiga toxin protein synthesis inhibition reporter; in the data active = inhibition mostly above about 28%, no sharp cut-off; inactive = mostly below about 43%; note: 0% is about no effect
AMA1 RON2 block = qHTS for Inhibitors of AMA1-RON; Towards Development of Antimalarial Drug Lead: Primary Screen; AlphaScreen AMA1-biotinylated RON2 peptide binding; Potency, µM (titrated, usually from 58.2 µM), without a hit: at the top dose activity change, negative = inhibition, usual class: inhibitors; actives 0.2% (n = 360,000);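 note: potency is the fitted concentration of half-maximal effect; 0% = vehicle wells and -100% = peptide control; nearly all actives have a fitted effect of over 45% in size; some results filed as inactive show a strong effect at the top dose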
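AMA1 (3D7) with his tag at 25 nM final met compounds first, then biotinylated RON2 peptide at 25 nM; detection used donor plus acceptor beads, 10 µg/mL apiece, read by AlphaScreen after 30 min at room temperature.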
AmpC inh no detg = qHTS Inhibitors of AmpC Beta-Lactamase (assay without detergent) | AmpC nitrocefin hydrolysis, absorbance 480 nm, 0.0001% Triton | Potency, µM (series often up to 57.1 µM), inactives show at the top dose activity change, negative = inhibition, hits mostly inhibitors | actives 0.52% (n = 330,000) | AID 485341, 2010;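 note: potency is the fitted concentration of half-maximal effect; plate controls were no compound for no effect and no enzyme for full effect; nearly all actives have a fitted effect of over 20% in size; some results filed as inactive show a strong effect at the top dose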
Target sequence (P00811 whole entry, looked up): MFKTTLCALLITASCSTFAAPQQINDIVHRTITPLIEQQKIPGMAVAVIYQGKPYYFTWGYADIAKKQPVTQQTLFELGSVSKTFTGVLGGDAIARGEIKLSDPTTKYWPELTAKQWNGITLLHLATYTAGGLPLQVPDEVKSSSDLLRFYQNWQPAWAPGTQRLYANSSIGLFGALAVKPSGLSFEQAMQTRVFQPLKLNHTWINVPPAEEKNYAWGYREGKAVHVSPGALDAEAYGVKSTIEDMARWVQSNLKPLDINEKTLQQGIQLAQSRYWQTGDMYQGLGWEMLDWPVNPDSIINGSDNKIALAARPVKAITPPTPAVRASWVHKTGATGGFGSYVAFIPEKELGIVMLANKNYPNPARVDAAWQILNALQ
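20 mM phosphate pH 7.0 + 0.01% (detergent screen) or 0.0001% Triton X-100; 5.3 nM AmpC reagent; cpd preinc 15 min RT; nitrocefin (800 uM stock) to start; A480 q20 s × 4 min; Activity was normalised to no-enzyme and no-compound control wells.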
Cycloheximide cs = Cycloheximide Counterscreen for Small Molecule Inhibitors of Shiga Toxin. cell reporter, cycloheximide protein synthesis inhibition counterscreen. max response, %. actives 12% (n = 300,000); in the data active = max response mostly above about 13%, no sharp cut-off; inactive = mostly below about 14%; note: read at 38.3 µM for the half of the compounds with a filed dose; 0% is about no effect
AmpC inh detg = qHTS Inhibitors of AmpC Beta-Lactamase (assay with detergent); Potency, µM (series often up to 114 µM), for the others: top-dose activity change, negative = inhibition, usual class: inhibitors; actives 0.041% (n = 370,000); P00811; AmpC hydrolysis of nitrocefin, absorbance 480 nm, 0.01% Triton;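 note: potency is the fitted concentration of half-maximal effect; 0% = no-compound wells and -100% = no-enzyme wells; nearly all actives have a fitted effect of over 25% in size; some results filed as inactive show a strong effect at the top dose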
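20 mM phosphate pH 7.0 + 0.01% (detergent screen) or 0.0001% Triton X-100; 5.3 nM AmpC reagent; cpd preinc 15 min RT; nitrocefin (800 uM stock) to start; A480 q20 s × 4 min; Activity was normalised to no-enzyme and no-compound control wells.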
FBPA Giardia inh = qHTS Assay for Inhibitors of Fructose-1,6-bisphosphate Aldolase from Giardia Lamblia; AID 2451, 2010; Potency, µM (highest dose often 59.6 µM), inactives show at the top dose activity, negative = inhibition, most hits filed as inhibitors; actives 0.71% (n = 290,000); purified Giardia FBPA; A8B2U2; note: potency is the fitted concentration of half-maximal effect; % is set by controls: 0 for no effect and ±100 for the full control effect; nearly all actives have a fitted effect of over 55% in size
Target sequence (A8B2U2 whole entry, looked up): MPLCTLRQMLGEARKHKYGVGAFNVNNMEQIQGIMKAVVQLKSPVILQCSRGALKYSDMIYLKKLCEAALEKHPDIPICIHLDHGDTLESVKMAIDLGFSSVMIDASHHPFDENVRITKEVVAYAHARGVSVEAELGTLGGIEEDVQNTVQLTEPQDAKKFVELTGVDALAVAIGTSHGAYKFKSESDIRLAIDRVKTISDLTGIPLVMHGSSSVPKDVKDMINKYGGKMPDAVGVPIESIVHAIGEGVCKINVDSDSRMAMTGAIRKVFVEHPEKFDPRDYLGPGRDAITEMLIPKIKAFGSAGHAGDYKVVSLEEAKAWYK
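40 nM FBPA preincubated 10 min at RT with compound (up to 57.5 uM final), then substrate plus GAPDH/TPI/NAD/arsenate coupling and diaphorase/resazurin added. Fluorescence read after 20 min at RT, 525/598 nm.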
HCMV inh = qHTS Assay for inhibitors of the human cytomegalovirus (HCMV); AID 1259415, 2018; actives 4.5% (n = 410,000); HFF cells, HCMV-luciferase reporter, 72 h; active compounds read low; activity change, negative = inhibition, % at 57.5 µM; in the data active = activity change below about -60%; inconclusive = no clear call, values can overlap the other calls; inactive = above about -39%; note: % is set by controls: 0 for no effect and ±100 for the full control effect
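Two compound doses tested in HFFs infected with HCMV-luciferase, MOI 1 PFU/cell, 72 h at 37C. Lysate luminescence read with OneGlo; data normalized against buffer-only and 10uM Salinomycin inhibitor controls.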
The depositor's hits bear a star; ? = inconclusive; / = not tested or not shown; & = joins results of further samples; ! = not active in a repeat; [ ] = dose if it differs, or a comment. Unless noted, calls come from the whole dose curve; as a rule, active = well fitted curve in the direction sought with a large enough effect; inconclusive = small, poorly fitted or top-dose-only effect, or another doubt; inactive = no such curve, though single readings can be large; an effect the other way counts as inactive or inconclusive.

SMILES	Shiga toxin inh	AMA1 RON2 block	AmpC inh no detg	Cycloheximide cs	AmpC inh detg	FBPA Giardia inh	HCMV inh
CCN1CCN(C(=O)c2ccc3c(c2)c(C)c(C)n3Cc2ccccc2)CC1	-4.7	-21.8%	171.8%[activator]	10.0	0.7%	4.7%	-17.5
Fc1ccc(NC(=S)NC23CN4CN(CN(C4)C2)C3)cc1	-9.7	26.9%	-9.0%	-6.4	-4.1%	-2.8%	-7.5
O=C(C1CCN(Cc2ccccc2)CC1)N1CCN(C/C=C/c2ccccc2)CC1	-8.1	-19.3%[11.6 µM]	80.4%[activator]	-2.0	-0.7%	-26.2%	-33.2
COc1ccc(OCC(=O)Nc2ccc(C)c(S(=O)(=O)N(C)C)c2)cc1	16.2	0.0%	-34.1%	3.8	-0.6%	0.9%	-1.7
C/C(N)=C(/C#N)C(=O)CSc1nnc(C)n1-c1ccccc1	17.4	-4.2%	-18.1%	-0.9	-0.9%	3.8%	9.3
COc1ccc(NC(=S)N=Nc2c(O)[nH]c3ccccc23)cc1	20.7	74.2%[activator]	-56.8%	3.0	1.9%	3.4%	0.0
CCCCn1c(N)c(N(CCOC)C(=O)c2ccc(C)c(S(=O)(=O)N3CCCCC3)c2)c(=O)[nH]c1=O	/	10.4%	-11.6%	/	-16.6%	/	-0.3
CCOc1ccc(NC(=O)CCN2CCN(c3ccccc3F)CC2)cc1	-7.5	15.6%	18.1%	-3.3	-1.0%	1.5%	18.0
COc1ccc(/C=C/C(=O)NCc2cn(C)nc2C)cc1COc1ccc(Br)cc1	-3.5	-7.6%	151.8%	0.6	-10.0%	-8.8%	-18.0
O=C(O)CCSCCCN1C(=O)c2cccc3cccc(c23)C1=O	-5.0	-13.3%	-24.3%	-0.3	3.3%	?	?
Nc1c(C(=O)C2CC2)sc2nc(-c3ccccc3)cc(C(F)(F)F)c12	9.8	28.8%	-16.5%	-2.7	0.7%	-4.9%	-77.1*
COc1ccc(S(=O)(=O)N2CCCC(C(=O)NCc3cccnc3)C2)cc1OC (stereo unspecified)	/	15.5%	1.6%	/	-11.2%	/	-13.1
Cc1ccc(-c2c[n+](CC(=O)Nc3ccccc3)c3n2CCC3)cc1	18.2	-8.3%	14.9%	-1.2	-8.2%	-0.3%	12.4
CCCCn1c(N)c(Sc2ccccc2[N+](=O)[O-])c(=O)[nH]c1=O	52.0	7.8%	-6.5%	-2.1	2.5%	-7.7%	-1.3
O=C(Nc1ccc(N2CCN(c3ccc(O)cc3)CC2)cc1)Oc1ccccc1	-28.8	-3.3%	-20.1%	6.8	-3.1%	-7.6%	25.6
C=C(C)[C@]12C[C@@H](C)[C@@]34OC(Cc5ccccc5)(O[C@@H]1[C@@H]3C=C(COC(=O)Cc1cc(OC)c(O)cc1I)C[C@]1(O)C(=O)C(C)=C[C@@H]41)O2	27.3	/	/	36.1	/	-12.6%	/
COc1cc(/C=C/C(=O)OCC(=O)Nc2ccc([N+](=O)[O-])cc2)ccc1O	3.0	-3.0%	?	-1.8	-3.4%	-13.2%	?
COc1ccc(S(=O)(=O)N(C)C)cc1NC(=O)CSc1ncccn1	-6.2	11.0%	-34.1%	8.4	-2.6%	4.9%	-14.7
CCOC(=O)N1CCN(C(=O)c2ccc(CNS(=O)(=O)c3ccc(NC(C)=O)cc3)cc2)CC1	-10.2	-6.8%	25.3%	-1.5	-6.2%	/	-22.4
CC(C)OC(=O)/C(=C/c1ccc(Br)cc1)NC(=O)c1ccco1	12.2	-28.9%	-16.3%	0.8	-4.8%	2.1%	-31.1
CCCCn1nc2cc(C(=O)NCCc3cccs3)ccc2c1OCC	38.4	-12.4%	?	11.0	2.2%	-0.2%	15.7
CCOc1ccc(CCNC(=O)COC(=O)c2ccc(C)s2)cc1OCC	43.6	1.9%	52.4%	11.6	1.7%	/	31.5
CC(=O)Nc1ccc(C(=O)N/N=C(\C)CC(=O)Nc2ccc(OCc3ccccc3)cc2)cc1	-2.2	5.4%[11.6 µM]	1.4%	18.5*	-10.4%	-10.5%	-18.7
C[C@@H]1C(NC(=O)c2ccccc2)CC2CC1C2(C)C (stereo partly specified)	14.9	3.1%	-6.3%	6.3	1.2%	-2.2%	-38.4
Cc1nc(NC(=O)c2ccc(F)cc2)nc2cc3c(cc12)OCO3	26.7	15.9%	-40.9%	18.4	-4.7%	2.8%	-3.8
CN(CC1COc2ccccc2O1)C(=O)c1ccc(Cl)c(S(=O)(=O)N2CCCCCC2)c1 (stereo unspecified)	/	0.3%	10.3%	/	-18.7%	/	?
N#Cc1c(-c2ccccc2)nc(-c2ccccc2)nc1N1CCOCC1	-9.9	1.8%	-4.8%	7.7	3.9%	3.9%	-10.6
COc1ccc2oc(C(=O)OCC(=O)N3C(C)CCCC3C)c(C)c2c1 (stereo unspecified)	62.6*	-3.6%	43.9%	36.7*	?	-3.9%	1.5
O=C(CCN1CCOCC1)NC1CCCN(Cc2ccccc2F)C1 (stereo unspecified)	-13.1	-0.2%	-3.0%	-1.6	4.0%	7.5%	?
COc1cc(NC(=S)NC2CC2)c(OC)cc1Cl	-3.1	-3.8%	-9.6%	-5.3	-7.6%	-12.0%	-81.3*
Cc1noc(C)c1S(=O)(=O)N(CC(=O)NCc1ccc(Cl)cc1)c1ccc2c(c1)OCO2	-5.0	6.0%	-8.5%	-3.2	-16.3%	2.1%	-13.1
COc1ccccc1C(=O)Nc1cc(-c2ccc(C)cc2)no1	83.0*	21.0%	-3.6%	24.6*	-1.5%&-1.6%	-1.5%	164.1&93.9
O=C(C(c1ccccc1)c1ccccc1)N(Cc1ccco1)C1CCS(=O)(=O)C1 (stereo unspecified)	-4.9	7.4%	28.4%	-1.5	?	4.4%	29.7
CCCn1c(NC(=O)c2ccc(C)cc2)nc2ccccc21	41.8*	43.9%[activator]	-1.7%	16.7*	-0.3%	19.6%	221.5
N=c1oc2ccc3ccccc3c2cc1-c1nnc2n1CCCCC2	5.1	3.4%	17.8%	9.2	-10.4%	-4.5%	-18.7
COc1ccc(C2/C=C\CN(C(=O)Nc3ccccc3-c3ccccc3)CC(=O)N2Cc2ccc(F)cc2)cc1 (stereo unspecified)	151.7*!	11.3%	-26.4%	62.0*!	5.0%	-2.2%&-0.3%	/
O=C(CNC(=O)C12CC3CC(CC(C3)C1)C2)N1CCN(S(=O)(=O)c2cccs2)CC1	-2.0	-10.4%	5.8%	-2.7	?	4.9%	?
COc1ccc(N2C3=C(CC4=C2CC(C)(C)CC4=O)C(=O)CC(C)(C)C3)cc1	-10.0	-6.3%	25.2%	-2.9	4.6%	?	-98.8*
O=C(OCc1ccccc1)C1=[N+]([O-])OC(C(=O)OCc2ccccc2)C1c1c[nH]c2ccccc12 (stereo unspecified)	-7.2	-0.5%	-33.1%	12.7	-8.6%	-27.4%	95.4
Cc1noc(C)c1C(=O)Nc1ccc(N(C)C)cc1	-12.3	-6.1%	-6.5%	-4.8	5.4%	/	47.6
CCC(C)n1nccc1NC(=O)C(C)Cl (stereo unspecified)	-7.8	3.0%	-5.3%	15.3	0.0%	4.0%	-4.3
Cc1ccc(CC23CN4CCN(CC(C4)C2O)C3)c(C)c1 (stereo unspecified)	-22.8	-6.3%	-14.9%	-3.6	-0.1%	1.7%	7.1
Cc1ccccc1OCC(=O)Nc1cc(Cl)ccc1Oc1ccccc1	-10.8	1.2%	-43.3%	-3.9	?	11.1%	17.2
COc1cc(/C=C2\C(=N)N3N=C(CC(=O)N4CCOCC4)SC3=NC2=O)cc(OC)c1OC	-7.7	40.2%[activator]	-28.9%	-8.7	-0.1%	/	-27.1
Cn1cccc1CC(=O)N/N=C/C=C/c1ccco1	19.7	-22.3%	-9.1%	2.7	0.6%	?	25.2
O=C(NC1CCc2ccccc21)C1CCN(S(=O)(=O)c2ccc(-n3cnnn3)cc2)CC1 (stereo unspecified)	-17.1	4.2%	-36.9%	-2.1	-8.8%	6.7%	12.7
COc1cccc(Nc2nc(-c3ccccc3)nc3ccccc23)c1	3.6	6.7%	-28.8%	-1.9	10.1%	0.6%	-11.7
O=C(Cc1ccccc1)NC(NCCCN1CCOCC1)(C(F)(F)F)C(F)(F)F	-7.7	4.1%	11.0%	-1.0	?	8.7%	-7.0
COc1c(Br)cc(Br)cc1C(=O)Nc1ccccc1N1CCCC1	-11.5	-3.4%	-17.1%	9.1	2.0%	4.2%	?
CCC(=O)N1C(Cc2ccccc2)COC1(C)C (stereo unspecified)	1.7	5.7%	-11.4%	-3.8	-6.8%	0.0%	60.7
CC1(C)CC(=O)C2=C(C1)Nc1ccccc1NC2c1ccc(F)cc1 (stereo unspecified)	16.9	-0.1%	6.8%	13.3	7.9%	-5.3%	58.1
S=C(NCCc1ccccn1)Nc1cc(Cl)cc(Cl)c1	-5.4	25.5%	-35.4%	-0.9	-3.2%	-3.8%	-28.8
O=C(c1ccco1)N1CCN(C(=O)C2CC(c3ccccc3F)=NO2)CC1 (stereo unspecified)	11.7	2.9%	-10.2%	-3.5	-10.8%	9.7%	33.1
CCC(=NCCc1ccccc1)c1c(O)[nH]c(=O)[nH]c1=O	-4.1	-14.1%	-4.5%	1.1	-5.7%	0.4%	28.4
CC[C@@H]1Cn2c(c3nc(-c4cc(Cl)cc(Cl)c4Cl)nc-3n(C)c2=O)N1	-6.6	/	/	-5.1	/	-3.5%	/
O=c1[nH]c2ccc(Cl)cc2c(-c2ccccc2)c1[N+](=O)[O-]	-10.8	-3.6%	-44.6%	-4.6	?	-1.0%	17.5
O=C(NC(c1ccccc1)c1ccccc1)c1cccc(S(=O)(=O)NCc2ccccc2)c1	13.5	0.3%	-11.3%	-3.8	-7.8%	-6.9%	?

Random excerpt: 4 entries already listed
SMILES	Shiga toxin inh	AMA1 RON2 block	AmpC inh no detg	Cycloheximide cs	AmpC inh detg	FBPA Giardia inh	HCMV inh
O=C(NC1CCc2ccccc21)C1CCN(S(=O)(=O)c2ccc(-n3cnnn3)cc2)CC1 (stereo unspecified)	-17.1	4.2%	-36.9%	-2.1	-8.8%	6.7%	12.7
CCC(C)n1nccc1NC(=O)C(C)Cl (stereo unspecified)	-7.8	3.0%	-5.3%	15.3	0.0%	4.0%	-4.3
O=C(Cc1ccccc1)NC(NCCCN1CCOCC1)(C(F)(F)F)C(F)(F)F	-7.7	4.1%	11.0%	-1.0	?	8.7%	-7.0
S=C(NCCc1ccccn1)Nc1cc(Cl)cc(Cl)c1	-5.4	25.5%	-35.4%	-0.9	-3.2%	-3.8%	-28.8
